FBW7 act: activators of human E3 ligase FBW7; Q969H0; 650,000 compounds, 0.13% hits; normalized activity (activation), % at 26.1 µM; AlphaScreen FBW7–phospho-cyclin E peptide binding, activator screen; in the data active = normalized activity above about 1.9%;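 also: purified mutant Fbw7 with reduced substrate affinity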
TEAD-YAP block: TEAD-YAP interaction inhibition | HEK-TIYL cells, TEAD-Gal4/YAP UAS-luciferase luminescence | inhibition, % at 9.12 µM | 640,000 compounds, 1.4% hits | AID 1259422; in the data active = inhibition above about 32%;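 also: 0% = median of test compound wells and 100% = reference inhibitor wells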
MITF primary: inhibitors of human MITF | AlphaScreen MITF homodimerization, bead proximity signal | O75030 | 650,000 compounds, 0.91% hits | AID 1259374 | inhibition, % at 2.6 µM; in the data active = inhibition above about 50%;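 also: 0% = vehicle wells with protein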
Target sequence (O75030 whole entry, looked up): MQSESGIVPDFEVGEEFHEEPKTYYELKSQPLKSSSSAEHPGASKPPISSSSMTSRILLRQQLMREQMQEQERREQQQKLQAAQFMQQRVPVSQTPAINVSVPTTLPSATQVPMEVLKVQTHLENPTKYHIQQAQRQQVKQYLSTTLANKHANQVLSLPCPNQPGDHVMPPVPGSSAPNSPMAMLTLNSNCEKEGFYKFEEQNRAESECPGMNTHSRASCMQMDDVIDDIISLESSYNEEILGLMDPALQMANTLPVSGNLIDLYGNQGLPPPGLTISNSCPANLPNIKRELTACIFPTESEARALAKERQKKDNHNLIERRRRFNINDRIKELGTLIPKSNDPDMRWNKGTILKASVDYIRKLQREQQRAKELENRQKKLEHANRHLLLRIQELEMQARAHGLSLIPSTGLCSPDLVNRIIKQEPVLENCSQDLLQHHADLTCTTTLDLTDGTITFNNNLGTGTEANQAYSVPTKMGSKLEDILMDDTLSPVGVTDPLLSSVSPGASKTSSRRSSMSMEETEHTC
GPR151 activ: activates the human receptor GPR151 | 650,000 compounds, 1% hits | PathHunter beta-arrestin GPR151 cells, luminescence | Q8TDV0 | activation, % at 11.2 µM; in the data active = activation above about 4.9%;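 also: 0% = median of compound wells and 100% = cells with positive control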
Target sequence (Q8TDV0 whole entry, looked up): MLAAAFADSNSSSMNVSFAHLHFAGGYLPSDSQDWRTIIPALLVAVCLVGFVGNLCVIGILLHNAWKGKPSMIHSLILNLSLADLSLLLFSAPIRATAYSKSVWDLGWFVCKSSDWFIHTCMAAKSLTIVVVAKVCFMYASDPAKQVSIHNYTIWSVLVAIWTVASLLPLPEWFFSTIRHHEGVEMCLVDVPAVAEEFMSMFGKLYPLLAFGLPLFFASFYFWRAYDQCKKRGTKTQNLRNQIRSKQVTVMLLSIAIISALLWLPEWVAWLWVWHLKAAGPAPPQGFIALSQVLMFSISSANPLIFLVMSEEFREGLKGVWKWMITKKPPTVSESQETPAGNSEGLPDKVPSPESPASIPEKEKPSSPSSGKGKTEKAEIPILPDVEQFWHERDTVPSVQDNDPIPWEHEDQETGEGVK
Active calls of the source: *; & = joins results of further samples.

A first look (four entries):
Values run as follows: FBW7 act	TEAD-YAP block	MITF primary	GPR151 activ
1: COc1ccc(N2CCN(C(=O)Nc3ccc(C)cc3)CC2)cc1
→ 0.1	-8	-2	-0.6
2: CC(=O)Nc1nonc1N1C(=N)S/C(=C\c2ccc(-c3ccccc3F)o2)C1=O
→ -0.3	-5	-6	1.2
3: CCOC(=O)c1c(C)oc2ccc(OCc3ccccc3F)cc12
→ -0.2	-1	-7	1.2
4: COc1cc(CN2CCC3(CC2)CC3C(=O)NCCc2ccccc2OC)ccc1O (stereo not given)
→ -0.2	0	-5	0.0

The listing, repeating the preview:
Values run as follows: FBW7 act	TEAD-YAP block	MITF primary	GPR151 activ
1: COc1ccc(N2CCN(C(=O)Nc3ccc(C)cc3)CC2)cc1
→ 0.1	-8	-2	-0.6
2: CC(=O)Nc1nonc1N1C(=N)S/C(=C\c2ccc(-c3ccccc3F)o2)C1=O
→ -0.3	-5	-6	1.2
3: CCOC(=O)c1c(C)oc2ccc(OCc3ccccc3F)cc12
→ -0.2	-1	-7	1.2
4: COc1cc(CN2CCC3(CC2)CC3C(=O)NCCc2ccccc2OC)ccc1O (stereo not given)
→ -0.2	0	-5	0.0
5: Cc1ccc(NC(=S)N(CCN(C)C)Cc2cccs2)cc1Cl
→ -0.1	-8	6	1.6
6: COc1cc2ccccc2cc1C(=O)Nc1ccc(-c2nc3cc(C)ccc3o2)cc1
→ -0.1	-66	4	-0.1
7: CC1CCN(C(=O)C(C)Oc2ccccc2)CC1 (stereo not given)
→ -0.1	-4	-1	2.9
8: CC(C)(C)c1ccc(C(=O)N/N=C/C2CC=CCC2)cc1 (stereo not given)
→ 0.1	6	5	3.4
9: Cc1ccc(C)c(S(=O)(=O)NC(C)C(=O)Nc2ccc(Cl)c(Cl)c2)c1 (stereo not given)
→ 0.0	3	2	5.9*
10: O=C(c1ccco1)N1CC[C@H]2[C@H](CCCN2C(=O)c2ccc(N3CCCC3=O)cc2)C1
→ 0.0	-8	11	4.1
11: O=C(C1CCC1)N1CCc2cc(S(=O)(=O)NCc3cccs3)ccc21
→ 0.1	-3	-13	-0.2
12: OCCC1CN(C(=S)Nc2ccccc2)CCN1Cc1ccc(F)cc1 (stereo not given)
→ 0.1&-0.3	-10&-13	10&-2	-0.5&0.6
13: O=c1c2ccccc2c(-c2ccc(F)cc2)nn1-c1cc(Cl)ccc1[N+](=O)[O-]
→ 0.0	6	-2	0.1
14: CC(=O)c1ccc(NC(=O)c2ccc(S(=O)(=O)N3CC(C)CC(C)C3)cc2)cc1 (stereo not given)
→ 0.1	2	-10	-1.5
15: CCOC(=O)C1=CN(c2ccc(F)cc2)C=C(C(=O)OCC)C1c1ccccc1OCC
→ 0.0	6	-10	-0.7
16: O=C1NC(Nc2ccc(F)cc2)(C(F)(F)F)C(=O)N1c1ccc(F)cc1 (stereo not given)
→ 0.1	7	6	2.0
17: O=C(Oc1ccc(C2Oc3ccccc3C3CC(c4ccc(Br)cc4)=NN32)cc1)c1ccc(Br)cc1 (stereo not given)
→ 0.1	-11	5	0.4
18: Cc1ccc(C2(C)CC(C)(C)N(C(=O)CN3CCOCC3)c3ccccc32)cc1 (stereo not given)
→ -0.1	8	8	-0.2
19: CC1CCCN(CCCNC(=O)C2CC(=O)N(C3CCCC3)C2)C1 (stereo not given)
→ 0.3	-3	-8	-1.5
20: COc1ccc(NC(=O)c2sc(NC(=O)COc3ccccc3)nc2C)cc1
→ 0.0	-3	-4	-2.5
21: CC(=O)Oc1ccc(/C=N/NC(=O)COc2cccc(Br)c2)c(OC(C)=O)c1
→ -0.2	13	-3	1.4
22: O=C(COC(=O)C1CC(=O)N(c2cccc(Cl)c2)C1)c1ccc(Br)cc1 (stereo not given)
→ 0.3	-3	15	-0.5
23: CCCOc1ccc(-c2ccc(-c3noc(-c4cccnc4)n3)cc2)cc1
→ 0.1	8	6	1.9
24: C=CCn1c(SCC(=O)Nc2ccccc2OC)nc(O)c(CC)c1=O
→ 0.0	-2	-6	0.4
25: Cc1cccc(C2(c3cccc(C)c3)CC2C(=O)Nc2ccc(C#N)cc2)c1 (stereo not given)
→ 0.2	1	9	0.0
26: COc1ccccc1C(=O)Nc1ccc(S(=O)(=O)Nc2cc(C)on2)cc1
→ 0.1	5	14	0.1
27: CCOC(=O)c1sc(NC(=O)CSc2nnc(CNC(=O)c3cccc(C)c3)n2-c2cccc(Cl)c2)c(C(=O)OCC)c1C
→ 0.1	-11	-10	-0.5
28: Cc1cccc(NC(=O)c2cc(-c3ccccc3)nc3ccccc23)c1C
→ 0.1	15	1	-1.0
29: COc1ccc(C(=O)C2CCCN(C(=O)/C=C/c3cnc[nH]3)C2)c(C)c1 (stereo not given)
→ 0.0	-4	3	0.7
30: CCC(=O)N(Cc1cccs1)Cc1cc2cc(OC)ccc2[nH]c1=O
→ 0.2	3	16	-0.8
31: CN1CCC2(CC1)OCc1cc(-c3ccc(CO)cc3)ccc1O2
→ 0.8	6	16	-0.8
32: CCOc1cc(C(=O)Nc2cc(Cl)ccc2C)cc(OCC)c1OCC
→ 0.0	-21	-3	0.8
33: NC(=O)CN1C(=O)S/C(=C\c2ccccc2)C1=O
→ 0.4	-10	16	1.2
34: O=C(Nc1ncccn1)c1ccc([N+](=O)[O-])o1
→ 0.2	12	11	1.6
35: COc1ccccc1C(=O)Nc1ccc(O)c(-c2nc3ccccc3s2)c1
→ -0.1	1	1	0.7
36: COc1ccc(CN2CCN(C/C=C/c3ccccc3)CC2)cc1O
→ 0.2	1	62*	-1.0
37: COc1ccccc1NC(=O)C1=C(C)NC(SCC(=O)Nc2ccc(C)c(C)c2)=C(C#N)C1c1ccccc1 (stereo not given)
→ 0.0	8	10	0.5
38: CCCCN(C)C(=O)C1CCC(CNS(=O)(=O)c2ccc(OC)cc2)CC1 (stereo not given)
→ 0.2	1	24	-0.2
39: COCC(C)Nc1nc(C)c([N+](=O)[O-])c(Nc2ccc(F)cc2)n1 (stereo not given)
→ -0.1	14	7	0.2
40: COc1cc(C(=O)OC(c2ccc3c(c2)OCO3)c2nccc3ccccc23)cc(OC)c1OC (stereo not given)
→ 0.0	-8	-8	-0.5
41: COc1cc(-c2nc(-c3ccccn3)no2)cc(OC)c1OC
→ 0.0	-60	10	-0.4
42: Cc1ccc(-n2nc3c(c2NC(=O)/C=C\c2ccc4c(c2)OCO4)CSC3)cc1
→ -0.5	3	-6	0.1
43: Cc1ccccc1NC(=O)CC1Nc2ccccc2NC1=O (stereo not given)
→ 0.2	3	10	-1.4
44: COc1ccc(C(c2c(C)[nH]c3ccccc23)N2CCOCC2)cc1OC (stereo not given)
→ 0.1	-8	12	2.2
45: CCOc1ccc(/C=C2\N=C(c3ccc(Cl)c([N+](=O)[O-])c3)OC2=O)cc1
→ 0.1	9	5	-0.1
46: CCOC(=O)c1c(NC=O)sc(C)c1-c1ccc2cc(OC)ccc2c1
→ 0.0	-20	0	0.6
47: COc1ccc(CN2CCCCCC2)cc1OCCCNC(=O)Cc1ccsc1
→ 0.3	23	-3	-0.9
48: CC(C)(CN1CCN(c2cccc(Cl)c2)CC1)NS(=O)(=O)c1ccccc1
→ 0.5	-2	24	2.3
49: COc1cc(C(=O)NCc2ccncc2)cc(OC)c1OC
→ 0.0	-5	5	-0.6
50: COc1ccc(NC(=O)CN(C)CC(=O)Nc2ccc(F)c(F)c2F)c([N+](=O)[O-])c1
→ 0.1	3	-7	-0.7
51: O=C(O)CSc1nc2ccccc2n1CCOc1ccccc1F
→ -0.1	2	16	2.1
52: CCCNc1cc(C)oc(=O)c1C(C)=O
→ 0.7	4	13	0.6
53: Cc1ccc(CN2C(=O)C(C)Sc3ccccc32)cc1 (stereo not given)
→ 0.0	-1	-1	-1.0
54: O=C1c2cccc(OCc3ccc(F)cc3)c2CCN1Cc1cccnc1
→ 0.0	22	-5	1.0
55: Cn1c(C(=O)OC(C(=O)NCC2CCCO2)c2ccccc2)cc2occc21 (stereo not given)
→ -0.2	-8	-3	-0.8
56: COC(=O)c1cccc(-c2ccc(/C=C(\C#N)C(N)=C(C#N)C#N)o2)c1
→ -0.2	0	12	-0.3
57: CCOC(=O)c1sc2nc(CC(=O)OC)nc(N3CCN(c4ccccc4)CC3)c2c1C
→ 0.1	7	4	-0.3
58: COc1cc(C2c3c(oc4ccc(F)cc4c3=O)C(=O)N2CCCN(C)C)ccc1O (stereo not given)
→ -0.2	4	-1	1.4
59: Cn1c(-c2cc3ccccc3cc2O)n[nH]c1=S
→ 0.0	-5	-5	1.0
60: Clc1cccc(N2CCN(c3nc(Cl)nc(N(c4ccccc4)c4ccccc4)n3)CC2)c1
→ 0.0	0	-2	0.0

(further entries)
Values run as follows: FBW7 act	TEAD-YAP block	MITF primary	GPR151 activ
61: COc1cc(C=C2C(=O)NC(=O)NC2=O)cc(Br)c1OCc1ccccc1C
→ 0.2	-3	-1	0.7
62: CCOc1ccccc1NC(=O)c1cc([N+](=O)[O-])ccc1N1CCN(C)CC1
→ -0.2	13	1	2.7
63: CC(C)Sc1nc2c([nH]c3ccccc32)c(=O)n1C
→ 0.1	7	9	1.3
64: CCOC(=O)c1cnc2c(Cl)cccc2c1Nc1ccc(C(=O)OC)cc1
→ 0.1	-2	-4	-0.6
65: CC(C)n1cnc2c(NCCN3CCOCC3)nc(NCc3ccc4c(c3)OCO4)nc21
→ -0.1	-2	3	-2.2
66: CNC(=S)N1CCN(c2ccc(F)cc2)CC1
→ 0.0&-0.2	1&-9	4&-24	0.4&0.8
67: O=C1COc2cc(-c3c(Nc4cccc(Cl)c4)c(=O)c3=O)ccc2N1
→ -0.3	-3	9	0.6
68: COc1ccc(-c2cc(-c3ccc(OC)cc3)c(C#N)c(SCC(=O)c3ccccc3)n2)cc1
→ 0.1	1	11	-1.1
69: COc1ccccc1NC(=O)CCCc1nc(-c2ccc(C)cc2)no1
→ -0.1	10	5	-0.4
70: CC(C)(C)C1CCc2c(sc(NC(=O)c3cnn4c(C(F)(F)F)cc(-c5ccccc5)nc34)c2C#N)C1 (stereo not given)
→ 0.7	2	-2	-0.5
71: O=C1NC(c2ccccc2)C(C(=O)c2ccco2)=C1O (stereo not given)
→ 0.0	-3	3	-0.2
72: CCOC(=O)C1=C(C)NC2=C(C(=O)C(C(=O)OCC)C(c3ccc(OC)cc3)C2)C1c1sccc1C (stereo not given)
→ -0.1	3	-9	-1.1
73: CC(C)c1ccc(CC(=O)Nc2nnc(Cc3cccs3)o2)cc1
→ -0.3	-7	9	0.9
74: COC(=O)C(NC(=O)C(Cc1c[nH]c2ccccc12)NC(=O)C(Cc1ccccc1)NC(=O)OC(C)(C)C)C(C)C (stereo not given)
→ 0.0	6	-4	-2.2
75: CCc1ccc(NC(=O)COC(=O)c2cccs2)cc1
→ 0.0	1	2	0.1

Five structures from above, arranged by count of non-hydrogen atoms, falling:
Values run as follows: FBW7 act	TEAD-YAP block	MITF primary	GPR151 activ
65: CC(C)n1cnc2c(NCCN3CCOCC3)nc(NCc3ccc4c(c3)OCO4)nc21
→ -0.1	-2	3	-2.2
69: COc1ccccc1NC(=O)CCCc1nc(-c2ccc(C)cc2)no1
→ -0.1	10	5	-0.4
67: O=C1COc2cc(-c3c(Nc4cccc(Cl)c4)c(=O)c3=O)ccc2N1
→ -0.3	-3	9	0.6
73: CC(C)c1ccc(CC(=O)Nc2nnc(Cc3cccs3)o2)cc1
→ -0.3	-7	9	0.9
66: CNC(=S)N1CCN(c2ccc(F)cc2)CC1
→ 0.0&-0.2	1&-9	4&-24	0.4&0.8

Next section.
Values run as follows: FBW7 act	TEAD-YAP block	MITF primary	GPR151 activ
76: O=C(NC1CCCC1)c1ccc2nc3[nH]c4ccccc4c3nc2c1
→ 0.2	-26	-5	0.1
77: CCc1ccc(C2C(C(=O)OC)=C(C)N(C)C(C)=C2C(=O)OC)cc1
→ 0.0	-8	0	1.3
78: COc1ccc(CC2(CO)CCN(Cc3cnn(C)c3C)CC2)cc1
→ 0.0	-2	-5	0.6
79: CC(C)(C)c1ccc(OCc2nnc(SCC(=O)NCC(=O)c3ccccc3)n2-c2ccccc2)cc1
→ -0.1	6	-5	0.4
80: COc1cc(CNCCO)c(Cl)cc1OCc1ccccc1
→ 0.3	-46	5	0.3
81: Cc1ccc(CC(=O)c2ccccc2N)cc1
→ 0.1	-15	18	-4.4
82: N#CC1(S(=O)(=O)c2ccccc2)CCCCC1
→ -0.2	15	-18	-0.4
83: NC(=O)c1ccc(N=c2oc3ccccc3cc2S(=O)(=O)c2ccccc2)cc1
→ -0.1	-17	3	0.4
84: C=CCn1c(=O)c(C(=O)NC(C)C)c(O)c2ccccc21
→ 0.0	0	6	0.4
85: CC/C(C)=N\NC(=O)CNc1cccc(Br)c1
→ -0.1	-1	-20	-1.0
86: Cc1ccc(C(=O)Nc2sc3c(c2C(=O)Nc2ccccc2C)CCC(C)C3)cc1 (stereo not given)
→ 0.1	1	-1	-1.0
87: CCN(Cc1ccccc1)C(=O)[C@H]1[C@@H]2C[C@@H]3[C@H]1C(=O)O[C@@H]3C2
→ 1.1	-11	16	1.4

Bioassay records (PubChem BioAssay)

Outcome played no part in choosing rows. Share with any hit: about 3.5%.
